GSTO1 counter: blocks human GSTO1 in RBBP9 counter-screen; inhibition, % at 5.96 µM; recombinant GSTO1, activity-based probe fluorescence polarization; P78417; AID 1974; hit rate 1.1% among 300,000;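 active means inhibition above the campaign mean inhibition plus 3 SD, cut at about 35% in these data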;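 further: 0% = GSTO1-1 with DMSO and 100% = wells lacking GSTO1-1 enzyme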
Target sequence (P78417 whole entry, looked up): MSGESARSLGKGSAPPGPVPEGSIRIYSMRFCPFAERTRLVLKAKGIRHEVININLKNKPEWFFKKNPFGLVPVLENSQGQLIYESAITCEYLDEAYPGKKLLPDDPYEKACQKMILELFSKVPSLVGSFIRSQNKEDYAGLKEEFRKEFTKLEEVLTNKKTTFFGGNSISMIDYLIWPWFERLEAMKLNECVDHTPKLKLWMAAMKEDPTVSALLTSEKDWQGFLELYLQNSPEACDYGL
PAFAH1B3 FP inh: inhibitors of human PAFAH1B3; inhibition, % at 3.39 µM; Q15102; hit rate 0.28% among 340,000; recombinant PAFAH1B3, FP-rhodamine probe, fluorescence polarization; AID 492972;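 active means inhibition above the screen-wide average of all tested compounds plus 3 SD, cut at about 25% in these data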;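 further: 0% = enzyme with DMSO only and 100% = wells lacking PAFAH1B3 protein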
Target sequence (Q15102 whole entry, looked up): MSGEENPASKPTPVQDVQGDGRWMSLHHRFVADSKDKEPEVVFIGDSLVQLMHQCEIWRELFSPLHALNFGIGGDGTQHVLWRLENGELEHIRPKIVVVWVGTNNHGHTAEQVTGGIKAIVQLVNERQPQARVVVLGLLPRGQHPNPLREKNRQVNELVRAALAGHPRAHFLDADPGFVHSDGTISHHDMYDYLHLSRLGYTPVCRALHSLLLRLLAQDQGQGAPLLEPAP
pPAFAH FP inh: pPAFAH (human) enzyme inhibition; recombinant pPAFAH, FP-rhodamine probe fluorescence polarization; Q13093; inhibition, % at 3.39 µM; hit rate 1.5% among 330,000;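 active means inhibition above the mean inhibition across the screen plus 3 SD, cut at about 25% in these data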;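 further: inhibitors block binding of the rhodamine activity-based probe so polarization drops; 0% = enzyme with DMSO and 100% = wells lacking pPAFAH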
PAFAH1B2 FP inh: inhibitors of human PAFAH1B2; P68402; recombinant PAFAH1B2, FP-rhodamine activity probe, fluorescence polarization; inhibition, % at 3.39 µM; hit rate 1.2% among 340,000;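 active means inhibition above the mean of all tested compounds plus 3 SD, cut at about 24% in these data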;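 further: 0% = enzyme with DMSO and 100% = wells lacking PAFAH1B2; many of its hits are not listed in these tables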
LYPLA2 inh: LYPLA2 (human) inhibition in PME1 counter-screen. O95372. inhibition, % at 5.9 µM. recombinant LYPLA2, FP-Rh probe fluorescence polarization. hit rate 0.38% among 320,000. AID 2177;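 active means inhibition above the screen-wide mean plus 3 SD, limit set per campaign, cut at about 26% in these data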;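 further: 0% = LYPLA2 with DMSO and 100% = wells lacking LYPLA2 enzyme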
Target sequence (O95372 whole entry, looked up): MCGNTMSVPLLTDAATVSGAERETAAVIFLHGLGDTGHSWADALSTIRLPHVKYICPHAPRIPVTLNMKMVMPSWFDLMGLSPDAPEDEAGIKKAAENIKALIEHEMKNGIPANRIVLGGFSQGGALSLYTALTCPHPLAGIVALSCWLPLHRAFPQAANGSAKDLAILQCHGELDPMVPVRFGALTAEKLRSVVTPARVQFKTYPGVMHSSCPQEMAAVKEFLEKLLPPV
LYPLA1 inh: counter-screen for PME1 inhibitors: inhibitors of human LYPLA1; O75608; hit rate 0.16% among 320,000; inhibition, % at 5.9 µM; recombinant LYPLA1, FP-Rh probe fluorescence polarization;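 active means inhibition above the mean of all tested compounds plus 3 SD, set per campaign, cut at about 14% in these data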;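 further: inhibitors block serine hydrolase probe labeling of LYPLA1 so polarization falls; 0% = enzyme with DMSO and 100% = wells lacking LYPLA1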
Target sequence (O75608 whole entry, looked up): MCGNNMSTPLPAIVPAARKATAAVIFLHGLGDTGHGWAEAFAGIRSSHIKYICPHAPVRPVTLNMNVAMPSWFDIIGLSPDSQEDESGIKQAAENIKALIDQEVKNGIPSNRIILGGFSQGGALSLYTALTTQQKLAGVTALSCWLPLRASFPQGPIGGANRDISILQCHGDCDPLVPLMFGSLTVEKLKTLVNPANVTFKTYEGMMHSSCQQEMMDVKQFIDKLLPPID
PAD4 FP inh: blocks human protein arginine deiminase 4; Q9UM07; hit rate 0.41% among 330,000; AID 485272; inhibition, % at 6.36 µM; recombinant PAD4, RCA probe fluorescence polarization;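 active means percent inhibition above a cutoff equal to the mean of all tested compounds plus 3 SD, cut at about 15% in these data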;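 further: 0% = PAD4 with RCA probe and DMSO and 100% = probe without PAD4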
PME-1 primary: blocks human protein phosphatase methylesterase 1; Q9Y570; recombinant PME-1, FP-Rh probe fluorescence polarization; inhibition, % at 5.9 µM; hit rate 0.53% among 320,000;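 active means inhibition above the campaign mean of all compounds plus 3 SD, cut at about 26% in these data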;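 further: competitive labeling of PME-1 active site by serine hydrolase directed probe; 0% = PME-1 with DMSO and 100% = wells lacking PME-1 enzyme; inhibitors block probe labeling so polarization falls and inhibition rises; many of its hits are not listed in these tables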
PAFAH2 FP inh: inhibitors of human PAFAH2 | hit rate 0.99% among 340,000 | Q99487 | AID 492956 | inhibition, % at 3.39 µM | recombinant PAFAH2, FP-rhodamine activity probe, fluorescence polarization;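 active means inhibition above the mean over all tested compounds plus 3 SD, cut at about 30% in these data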;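 further: inhibitors block probe labeling of enzyme so polarization drops; 0% = enzyme with DMSO and 100% = wells lacking PAFAH2 protein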
Active calls of the source: *; · = not tested or not shown. A portion of the library; the hit share may differ from the screen's.

SMILES	GSTO1 counter	PAFAH1B3 FP inh	pPAFAH FP inh	PAFAH1B2 FP inh	LYPLA2 inh	LYPLA1 inh	PAD4 FP inh	PME-1 primary	PAFAH2 FP inh
Cc1ccc2[nH]c3c(=O)n(CC(=O)Nc4ccccc4N4CCN(C)CC4)ncc3c2c1	-2	0	-2	0	-4	-8	1	4	-2
O=C(CN1C(=O)NC(c2ccccc2)(c2ccccc2)C1=O)NCc1ccccc1	·	6	3	3	3	0	-1	3	2
Cc1ccc(C)c(NC(=O)Cc2coc3cc4c(cc23)CCC4)c1	2	-2	-2	1	4	-3	0	-8	6
CCC(=O)O/N=C(\N)c1ccc(Oc2cc(C)c(Cl)c(C)c2)c([N+](=O)[O-])c1	-5	2	1	1	-6	-5	2	-2	-3
COc1cc(NC(=O)COC(C)=O)c(C)cc1[N+](=O)[O-]	1	9	2	2	1	0	2	-1	7
O=C(O)CSCc1cn2cc(Cl)ccc2n1	6	6	-1	-2	1	2	-5	-8	-1
Cc1cc(NC(=O)COC(=O)c2ccccc2NCCO)no1	·	10	6	7	·	·	2	·	6
Cc1oc(-c2cccc(F)c2)nc1CN1CCCCC1CCc1ccccn1 (stereo not given)	7	0	-2	6	4	3	0	0	0
CCN(CC(=O)NCc1cccs1)C(=O)/C=C/c1cccc(Br)c1	-7	9	-1	11	0	-1	2	1	6
Cc1cccc(NC(=O)C2CCCC2)c1	9	2	-4	2	1	-2	-1	-6	0
COC(=O)[C@H](CC(C)C)NS(=O)(=O)c1ccccc1	2	1	-4	1	-3	-2	2	3	-4
COc1ccc(Cl)c(Cn2c(NCC(C)O)nc3c2c(=O)n(C)c(=O)n3C)c1 (stereo not given)	-3	5	4	1	-1	0	0	2	4
Cc1ccc(C2CC(=O)Nc3sc(C(N)=O)c(N)c32)cc1 (stereo not given)	3	-3	0	3	2	2	-1	6	-5
CCOc1ccc2c(C)nc(NC3=NC(C)(C)C=C(C)N3)nc2c1	0	0	7	3	-3	1	-2	-4	-1
Cc1ccccc1-c1ccc(Nc2ccc(N3CCOCC3)cc2)nn1	6	11	5	0	-4	-1	-4	-6	12
COc1ccc(-c2nc(SCC(=O)Nc3cc(C)on3)n[nH]2)cc1	8	5	-2	-1	-10	-2	-6	0	19
Cc1ccc(S(=O)(=O)N2CCC3(CC2)OCCO3)cc1	-1	-3	2	10	1	4	-5	3	-1
CCS(=O)(=O)N1CCCC(c2nc(-c3cccc(OC)c3)no2)C1 (stereo not given)	5	-7	4	8	0	-3	3	0	5
COc1ccc(CN2CCN(CCc3ccccc3)C(CCO)C2)c(Cl)c1OC (stereo not given)	5	12	-2	1	0	-1	0	-7	-3
COc1cc(-c2nc(C)c(C(C)=O)n2O)ccc1OCC(=O)Nc1ccc(Cl)cc1	6	8	13	3	-2	-3	-3	-3	5
CCOC(=O)CSc1nnc(Cn2nnc(-c3ccccc3)n2)n1C	3	2	5	6	0	-1	-6	7	-6
COc1ccccc1S(=O)(=O)Cc1ccc(C(=O)N2CCN(c3ccccn3)CC2)o1	-3	8	1	4	1	-1	-1	5	8
CCn1ccnc1CN1CCCC(CO)(Cc2cccc(OC)c2)C1 (stereo not given)	2	-1	1	2	3	3	1	-8	4
COc1ccccc1C1CC(=O)Oc2cc(C)cc(C)c21 (stereo not given)	·	6	4	3	·	·	0	·	-1
Cc1cccc(C(=O)Oc2ccccc2C2C[C@]3(C)CC(=O)NC3N2C(=O)c2cccc(C)c2)c1 (stereo not given in full)	1	3	7	4	5	5	1	4	8
CCCNc1nc2c(c(=O)[nH]c(=O)n2C)n1Cc1cccc(Br)c1	-3	10	0	5	1	2	1	-6	5
Cc1ccc(NC2=C/C(=N/S(=O)(=O)c3cccs3)c3ccccc3C2=O)cc1	65*	45*	53*	1	-3	-1	11	4	4
O=C(Nc1ccc(Cl)cc1)N(CCCN1CCOCC1)Cc1cccs1	5	-1	-1	6	2	0	0	-2	18
O=C1N(Cc2ccc3c(c2)OCO3)c2ccccc2C1(O)c1c[nH]c2ccccc12 (stereo not given)	-19	0	6	5	-4	-2	-4	-6	7
O=C(NCCc1ccccc1)c1ccc(OCCOc2ccccc2)cc1	0	2	3	1	2	-2	0	-1	3
CCN(Cc1cc(=O)n2cc(Cl)c(C)c(Cl)c2n1)Cc1nc2ccccc2c(=O)[nH]1	4	3	2	2	4	-4	-3	-1	8
CN(Cc1cccs1)C(=O)c1ccc(S(=O)(=O)N2CCCCC2)cc1	-6	2	4	2	-1	0	3	7	-3
CC(=O)N1CCN(c2ccccc2NC(=O)c2cc(Br)ccc2Cl)CC1	-5	5	11	1	-1	-2	0	23	-1
CC(C)NC(=O)c1sc2c(c1C(=O)Nc1cccnc1)CCCC2	-3	4	7	5	5	0	1	-7	2
Cc1ccc(/C=N/NC(=O)c2nnn(-c3nonc3N)c2CSc2ccccc2)cc1	2	-6	-1	3	4	-1	-4	-3	0
CC12CCC(C(=O)N3CCN(c4ccccc4)CC3)(CC1=O)C2(C)C (stereo not given)	-3	·	0	·	7	-2	-4	-3	·
O=C(OC1CCOC1=O)c1cncc(Br)c1 (stereo not given)	-5	4	-4	-1	-4	0	11	-7	-5
Cc1c(-c2ccccc2)sc(Br)c1C(=O)N1CCOCC1	-4	10	3	4	6	0	9	0	-2
COc1cc(NC(=O)C23CC4CC(C2)CC(n2cnc([N+](=O)[O-])n2)(C4)C3)cc(OC)c1	4	3	2	1	9	-1	2	-2	-3
CC(=O)N1CCc2cc(S(=O)(=O)CCC(=O)NCc3ccc4c(c3)OCO4)ccc21	3	2	-5	1	1	-1	5	-6	5
O=[N+]([O-])c1ccc2c(c1)[nH]c(=S)n2-c1ccccc1	-8	16	12	-3	2	4	-7	-3	3
O=C(COC(=O)c1ccc(C(F)(F)F)cc1)NC(=O)NC1CCCC1	·	-7	15	4	-2	-3	3	-2	2
Cc1ccc(C(=O)CNc2cccc([N+](=O)[O-])c2)cc1	-4	2	-1	2	-5	1	-5	-4	-9
O=C(CCc1nc(-c2ccccc2F)no1)NCc1ccco1	-1	4	0	3	-7	-3	6	-3	14
CN(CC(N)=O)S(=O)(=O)c1ccc(F)cc1	2	-1	5	3	5	-2	1	2	7
CC(=O)c1ccc(N2CCN(C(=O)CCCn3c(=O)[nH]c4ccccc4c3=O)CC2)cc1	-12	11	-6	-5	53*	6	-1	-4	2
CC1=C(C(=O)OCC2CCCO2)C(c2ccc(F)cc2)NC(=O)N1 (stereo not given)	-4	-4	2	1	4	0	-3	-2	3
COc1ccc(NC(=O)c2cc(S(=O)(=O)N3CCCC3)ccc2C)cn1	·	3	2	-2	-1	-1	4	1	8
NC(=O)CCCn1c(C(=O)c2cc(Cl)c(N)c(Cl)c2)c2ccc([N+](=O)[O-])cc2[n+]1[O-]	30	-4	12	-3	4	1	2	3	10
Cc1cc(C)nc(N/N=C/c2ccc3c(c2)OCCO3)n1	4	6	4	5	11	3	0	5	0
Next part.
SMILES	GSTO1 counter	PAFAH1B3 FP inh	pPAFAH FP inh	PAFAH1B2 FP inh	LYPLA2 inh	LYPLA1 inh	PAD4 FP inh	PME-1 primary	PAFAH2 FP inh
CCCC(=O)Nc1cccc(-c2cn3ccsc3n2)c1	-5	-6	5	2	-1	3	-6	-4	-1
CC(NC(=O)c1ccc(NC2=NC3CS(=O)(=O)CC3S2)cc1)c1ccccc1 (stereo not given)	-3	1	3	7	1	-4	3	2	5
Cc1ccc(C(=O)NCCNS(C)(=O)=O)cc1	4	3	4	-6	3	0	1	-4	-5
COc1ccc(N2CCN(CCCNC(=O)Cn3c(=O)c4cccn4c4cccnc43)CC2)cc1	4	2	2	0	0	-1	3	-2	6
O=c1c2ccccc2nc2c3ccccc3c(NCCN3CCOCC3)nn12	-6	·	0	·	2	-1	-6	3	·
Cc1csc(=O)n1CC(=O)OCc1nnc(-c2ccc([N+](=O)[O-])cc2)o1	·	6	2	9	2	2	-5	2	6
CN1C(=O)c2ccc(N(C)C)cc2C1=O	2	6	-1	3	5	5	1	4	1
Cc1cc(Cn2nc(C(=O)NCc3cccc(C(F)(F)F)c3)cc2-c2ccccc2)on1	9	-9	-1	-3	-6	-4	1	0	3
O=C(Nc1ccc(-c2cn3ccsc3n2)cc1)C1COc2ccccc2O1 (stereo not given)	-7	-3	7	3	-8	-11	1	-2	7
Cc1ccc(C)c(NC(=O)CCN2C(=O)C3CC=CCC3C2=O)c1 (stereo not given)	·	11	4	3	3	2	5	4	6
CCOc1ccc(NC(=O)C2CCCN(C(=O)NCc3ccccc3)C2)cc1 (stereo not given)	1	0	2	2	4	1	3	-1	-10
CCc1ccc(NC(=S)N(CCCN2CCOCC2)Cc2ccco2)cc1	-2	5	-1	2	6	2	5	0	-3
CC(=O)N1CCC(C(=O)Nc2nc(-c3ccccc3)ns2)CC1	-6	8	3	-2	-3	-3	-1	-6	-8
CCn1cc(Cl)c(C(=O)Nc2ccc3c(c2)OCCO3)n1	-2	-1	6	-3	-2	0	-3	5	-1
COc1ccccc1NC(=O)COC(=O)c1oc2ccccc2c1C	-6	-1	2	-6	-1	0	0	-2	0
Cc1cccc2sc(N(CCCN(C)C)C(=O)c3ccc4ncsc4c3)nc12	9	4	1	6	3	-5	8	3	1
CC(C)c1ccc(S(=O)(=O)N2CCN(CC(=O)Nc3ccc(Cl)cc3F)CC2)cc1	·	0	-4	-1	2	-5	-1	-1	0
Cc1cccc(NC(=O)COc2ccccc2)c1	0	9	0	0	7	2	4	2	-4
COc1ccc(CNC(=O)[C@H](C)NC(=O)C2CCN(S(=O)(=O)c3ccc(C)cc3)CC2)cc1	1	1	7	13	0	1	-3	0	-2
O=C(Nc1nnc(-c2ccccc2)s1)c1ccccc1F	-27	3	-6	-1	-5	-5	1	0	1
O=c1c2cc(N3CCOCC3)ccc2[nH]c(=S)n1Cc1cccc(Cl)c1	18	10	13	3	3	0	3	-7	6
O=S(=O)(c1ccc(NC(=S)NN=C(C2CC2)C2CC2)cc1)N1CCOCC1	-4	7	15	9	4	-2	-3	11	9
CCn1c(O)c(N=NC(=O)c2cccc(S(=O)(=O)N3CCCCC3)c2)c2ccccc21	11	6	2	6	5	3	-3	4	3
Cc1ccc(/C=C2\SC(=S)N(CCC(=O)N3CCOCC3)C2=O)cc1	6	2	-7	1	6	3	1	-12	-4
COc1ccc(NS(=O)(=O)c2cc(NC(=O)/C=C/c3cc(OC)ccc3OC)ccc2N2CCCCC2)cc1	-19	-30	-18	-22	-53	-38	2	-47	-40
COC(=O)CSC1=NS(=O)(=O)c2ccccc21	-2	1	2	-1	4	0	-5	-4	4
COc1ccc2nc(NC(=O)CSc3nnnn3C)sc2c1	2	4	7	-1	7	1	-2	1	-1
COc1ccc(OC)c(S(=O)(=O)NC2CC(=O)N(c3ccc(C)c(C)c3)C2)c1 (stereo not given)	-3	9	-5	5	-4	1	1	6	-7

Some of these compounds in order of the PAFAH2 FP inh value, low to high.
compound	PAFAH2 FP inh
COc1ccc(NS(=O)(=O)c2cc(NC(=O)/C=C/c3cc(OC)ccc3OC)ccc2N2CCCCC2)cc1	-40
COC(=O)CSC1=NS(=O)(=O)c2ccccc21	4
O=S(=O)(c1ccc(NC(=S)NN=C(C2CC2)C2CC2)cc1)N1CCOCC1	9

Source: PubChem BioAssay
